Pemphigus Ab inh – inhibitors of pemphigus antibody binding to DSG3, primary screen, biochemical, bead-based, flow cytometry, scFv-GFP; DSG3-coupled beads, scFv-anti-DSG3-GFP binding; stronger effect = lower value; binding (percent of control), % at 10 µM; 0.48% of 310,000 active; AID 588358, 2011;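 active means binding more than 3 SD below its plate's average and above zero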;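 further: hits lower antibody fragment binding to DSG3; some compounds called inactive have numbers as strong as hits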
CAL PDZ FP-1 – untagged CAL PDZ binding inhibitors, primary screen, biochemical, fluorescence polarization, HTS. purified CAL PDZ, TMR-peptide fluorescence polarization, 1 h. inhibition, % at 24.9 µM. 0.92% of 300,000 active. AID 602252, 2012;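 active means mean inhibition of at least 30% with at least half of replicates also reaching 30%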;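 further: 0% = DMSO neutral control and 100% = excess unlabeled competitor peptide PRC23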
Keap1 Nrf2 FP – Keap1-Nrf2 protein-protein interaction inhibitors, primary screen, biochemical, fluorescence polarization, single point. 0.15% of 340,000 active. Keap1 Kelch-Nrf2 peptide fluorescence polarization, 1536-well. Kelch-like ECH-associated protein 1 (Homo sapiens), Q14145. inhibition, % at 9.4 µM; in the data active means inhibition above about 12%;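 further: human Keap1 Kelch domain with fluorescein labeled Nrf2 9mer peptide probe; 0% = neutral control wells and 100% = peptide positive control; higher means more block of Keap1 binding to Nrf2 peptide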
V-ATPase pHluor – regulators of yeast V-ATPase proton pumping, primary screen, pHLuorin cytosolic pH fluorescence; S. cerevisiae; response, % at 10 µM; 0.37% of 350,000 active; AID 504577, 2011; in the data active means response mostly above about 7.3%, no sharp cut-off; inactive means mostly below about 5.4%; further: actives read high; inactives centre near 0; some compounds called inactive have numbers as strong as hits
NSD2 inh – NSD2 histone methyltransferase inhibitors, primary screen, biochemical, AlphaScreen, single concentration, set 2 | inhibition, % at 12.5 µM | 0.54% of 310,000 active | AID 743445, 2014 | NSD2 peptide methylation, 120 min; in the data active means inhibition above about 50%
Target sequence (O96028 whole entry, looked up): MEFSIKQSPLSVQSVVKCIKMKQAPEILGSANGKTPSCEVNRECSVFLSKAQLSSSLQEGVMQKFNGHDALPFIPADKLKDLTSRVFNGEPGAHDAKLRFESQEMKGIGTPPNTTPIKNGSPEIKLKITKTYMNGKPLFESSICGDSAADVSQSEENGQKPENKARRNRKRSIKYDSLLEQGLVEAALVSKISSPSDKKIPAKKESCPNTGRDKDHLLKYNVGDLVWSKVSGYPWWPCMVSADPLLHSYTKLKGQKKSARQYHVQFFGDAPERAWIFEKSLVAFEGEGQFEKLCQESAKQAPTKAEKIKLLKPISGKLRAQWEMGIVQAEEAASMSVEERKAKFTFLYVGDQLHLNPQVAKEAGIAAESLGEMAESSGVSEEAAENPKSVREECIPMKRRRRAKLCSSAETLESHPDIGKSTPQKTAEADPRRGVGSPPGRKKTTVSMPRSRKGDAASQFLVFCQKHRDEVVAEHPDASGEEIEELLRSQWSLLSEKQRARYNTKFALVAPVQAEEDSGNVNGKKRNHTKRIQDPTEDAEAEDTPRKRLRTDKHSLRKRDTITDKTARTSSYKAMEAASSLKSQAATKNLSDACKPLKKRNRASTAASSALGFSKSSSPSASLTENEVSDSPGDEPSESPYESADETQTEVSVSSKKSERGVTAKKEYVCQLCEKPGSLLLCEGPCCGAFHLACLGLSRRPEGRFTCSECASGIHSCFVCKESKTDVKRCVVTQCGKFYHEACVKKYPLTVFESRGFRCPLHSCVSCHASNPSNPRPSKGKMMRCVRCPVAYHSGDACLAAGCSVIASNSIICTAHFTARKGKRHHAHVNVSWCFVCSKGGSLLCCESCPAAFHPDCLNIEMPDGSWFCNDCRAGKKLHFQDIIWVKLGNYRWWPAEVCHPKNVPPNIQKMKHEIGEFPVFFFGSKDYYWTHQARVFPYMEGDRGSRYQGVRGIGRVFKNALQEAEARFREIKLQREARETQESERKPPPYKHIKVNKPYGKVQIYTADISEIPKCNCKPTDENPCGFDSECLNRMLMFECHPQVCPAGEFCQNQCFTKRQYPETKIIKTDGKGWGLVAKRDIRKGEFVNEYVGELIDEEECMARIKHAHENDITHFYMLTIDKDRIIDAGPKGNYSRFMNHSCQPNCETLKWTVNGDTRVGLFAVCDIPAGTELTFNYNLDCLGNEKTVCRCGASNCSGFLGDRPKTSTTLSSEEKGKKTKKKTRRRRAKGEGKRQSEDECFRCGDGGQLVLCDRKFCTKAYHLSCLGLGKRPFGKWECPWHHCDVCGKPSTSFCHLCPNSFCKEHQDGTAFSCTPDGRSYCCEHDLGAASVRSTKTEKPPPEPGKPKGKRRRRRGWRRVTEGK
DAGLB inh – DAGLB lipase inhibitors, primary screen, biochemical, fluorescence, HTS; AID 504411, 2011; HEK293T DAGLB membrane lysate, EnzChek fluorogenic substrate; inhibition, % at 5.17 µM; 0.059% of 340,000 active; in the data active means inhibition above about 34%;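 further: 0% = enzyme with vehicle and 100% = wells lacking enzyme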
CAL PDZ FP-2 – CAL PDZ peptide-binding inhibitors, primary screen, biochemical, fluorescence polarization, Cer-tagged CAL PDZ, HTS; Golgi-associated PDZ and coiled-coil motif-containing protein (Homo sapiens), Q9HD26; purified CAL PDZ, TMR-peptide fluorescence polarization, 1 h; inhibition, % at 20 µM; 0.02% of 330,000 active; AID 504414, 2011;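 active means highest replicate inhibition of at least 40%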;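 further: plate controls were DMSO neutral control wells for no effect and unlabeled competitor peptide control wells for full effect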
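Material: tagged CAL PDZ protein CerCALP, purified; buffer or medium: sodium phosphate/NaCl buffer pH 7.4 with TCEP, IgG, Thesit; also added: fluorescent TMR peptide probe; schedule: 1 h incubation at room temperature before polarization reading; technique: fluorescence polarization from S- and P-plane intensities, G-factor corrected; control set: unlabelled peptide and DMSO controls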
Arr AP2 block – inhibitors of beta-arrestin/AP2 binding, primary screen, biochemical, GPCR trafficking, flow cytometry; beta-arrestin 1 C-terminal peptide binding to AP2 beta2-adaptin appendage (human); FITC-arrestin peptide / GST-AP2 beads; AP2 beta2 appendage carries R879A mutation; inhibition, % at 10 µM; 0.31% of 340,000 active; AID 504490, 2011;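 active means inhibition above a set limit, near 3 SD of compounds lacking own fluorescence, cut at about 54% in these data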;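 further: plate controls were DMSO wells for no effect and 5 µM unlabelled arrestin peptide for full effect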
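System: GST-AP2 R879A glutathione beads. Medium: PBS with 0.05% Tween 20 and 0.1% BSA. Also added: FITC-arrestin peptide, 50 nM. Incubation: 12 min plus 1 h, RT. Measured by: high-throughput flow cytometry of beads, ex 488, em 535 nm. Evaluation: percent drop in bead-associated FITC signal.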
LANA DNA inh – inhibitors of KSHV C-LANA binding to DNA, primary screen, biochemical, fluorescence polarization, FAM-LBS DNA, MBP-C-LANA, single point | 0.078% of 340,000 active | Kaposi's sarcoma herpesvirus LANA C-terminal domain (residues 932-1162) DNA binding | inhibition, % at 9 µM;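 active means highest replicate inhibition at or above 60% at 9 µM, even if other replicates fall short; inactive means all replicates below 60% inhibition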;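 further: 0% = neutral control wells and 100% = 4 µM acridine orange control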
Cardiac RTF inh – cardiac RTF calcium sensitivity inhibitors, primary screen, biochemical, IANBD-TnC fluorescence, EC70 calcium; inhibition, % at 7.15 µM; 0.12% of 340,000 active; IANBD-labeled cardiac RTF, Ca2+ fluorescence; Troponin I, cardiac muscle (Homo sapiens) + Troponin T, cardiac muscle (Homo sapiens) + …;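 active means inhibition above the mean inhibition of all tested compounds plus 3 SD, cut at about 17% in these data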;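 further: assay run at fixed EC70 calcium of 1.6 mM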
An asterisk follows results filed as active; x = no result given. Only part of the results is shown; the hit share may differ from the screen's.

SMILES | Pemphigus Ab inh | CAL PDZ FP-1 | Keap1 Nrf2 FP | V-ATPase pHluor | NSD2 inh | DAGLB inh | CAL PDZ FP-2 | Arr AP2 block | LANA DNA inh | Cardiac RTF inh
CCC(=O)c1ccc(OCC(=O)OCC(=O)N2c3ccccc3NC(=O)C2(C)C)cc1 | 98 | -4 | -3 | 0 | -1 | -1 | -1.8 | 0 | 1.1 | -10
CCSC1=N/C(=C\c2ccccc2)C(=O)N1c1ccc(OC)cc1 | 80 | -5 | 5 | 1 | x | -9 | -1.6 | 3 | -1.1 | 2
O=[N+]([O-])c1cc([N+](=O)[O-])c(Oc2c(F)ccc(F)c2F)cc1NN1CCCCC1 | 103 | -2 | -2 | 3 | x | 0 | -0.1 | 9 | -0.7 | -3
CC1CC(=O)Nc2ccccc2N1S(=O)(=O)c1cccc(F)c1 (stereo not given) | 97 | x | x | 2 | -2 | x | x | 7 | x | x
COc1ccccc1NC(=O)CCC(=O)N(Cc1ccc(OC)c(OC)c1)c1nccs1 | 97 | -7 | -1 | -2 | 0 | 0 | 0.4 | 7 | -1.2 | 5
Cc1ccc(NC(=O)COC(=O)CN2C(=O)COc3ccccc32)cc1 | 99 | x | -4 | -1 | -1 | -6 | -0.5 | -4 | 0.1 | -6
O=C(NCC1COc2ccccc2O1)C1C2C=CC3(CN(Cc4ccccc4Cl)C(=O)C13)O2 (stereo not given) | 110 | -1 | 2 | 0 | 5 | 5 | -2.9 | x | 1.8 | -11
COc1cc(OC)cc(C(=O)NCC(=O)Nc2ccc(C)c(Cl)c2)c1 | 105 | -4 | -7 | 0 | -1 | -5 | -6.6 | -5 | -0.7 | -1
Cc1ccc(S(=O)(=O)NNC(=O)c2csnn2)cc1 | x | 1 | -1 | 2 | 21 | 3 | -0.4 | 30 | -1.3 | 14
CC1=NNC(=O)C1Oc1ccccc1 (stereo not given) | x | -2 | -1 | 3 | 1 | -3 | 1.3 | 34 | 0.0 | 2
O=C(NCCS(=O)(=O)N1CCN(c2ccccc2F)CC1)c1c(F)cccc1F | 114 | -1 | -3 | 5 | -1 | 1 | 0.2 | 45 | -0.4 | -11
C=CCn1c(SCC(=O)NC2CCCC2)nc2sc(C)cc2c1=O | 102 | -4 | -1 | 13 | -1 | 0 | 0.1 | 32 | -0.6 | 6
COC(/C=C/Nc1ccc(C)c(C)c1)=C(C#N)C#N | 98 | 0 | -2 | 0 | -1 | 2 | -1.4 | 0 | -0.5 | 5
O=C(COC(=O)c1ccccc1NS(=O)(=O)c1cccs1)NC1CCCCC1 | 116 | 4 | -2 | 1 | 0 | -4 | 0.3 | 2 | -0.5 | -12
Nc1nc(N)c(-c2cccc(C(F)(F)F)c2)c(Cc2cccc(C(F)(F)F)c2)n1 | 96 | -3 | -3 | 0 | 0 | 0 | -0.4 | -15 | 3.5 | -7
COc1ccc(CCNC(=O)c2ccc(N(C)S(=O)(=O)c3ccccc3)cc2)cc1 | 96 | -4 | -1 | -6 | 1 | -1 | -3.5 | -5 | 2.0 | -2
CN1CCN(c2ccc(S(=O)(=O)N3CCCCC3)cc2[N+](=O)[O-])CC1 | 102 | -3 | 1 | 2 | 10 | 3 | -0.8 | 15 | 2.4 | -1
CCN(C(=O)COC(=O)c1nc(Cl)ccc1Cl)C1CCS(=O)(=O)C1 (stereo not given) | 26 | -1 | 0 | 0 | -9 | -3 | -2.5 | 6 | -0.9 | -4
CCc1ccc(Nc2nnc(SCC(=O)N(C)C3CCS(=O)(=O)C3)s2)cc1 (stereo not given) | 102 | -1 | 1 | 3 | x | 1 | -2.8 | -1 | 0.1 | 3
CCOc1ccc(S(=O)(=O)Nc2cccc(-c3ccc(N4CCCCCC4)nn3)c2)cc1 | x | -4 | 0 | -5 | 1 | 2 | -2.8 | 2 | -1.5 | -1
CCOc1ccc(NC(=O)CSc2nnc(-c3ccco3)n2C)cc1 | 93 | -6 | -2 | 1 | 0 | -6 | -0.3 | 14 | 1.5 | -3
CCOc1ccc2nc(NC(=O)/C=C/c3ccc4c(c3)OCO4)sc2c1 | 86 | -2 | -3 | -8 | x | 1 | -2.7 | 5 | 1.7 | 10
CC(=O)c1ccc(-c2nnc(CCC(=O)N(C)Cc3c(C)nc4ccccn34)o2)s1 | 115 | 2 | 3 | -4 | -1 | 0 | -2.0 | 26 | 0.5 | 0
CNS(=O)(=O)c1ccc(C(C)(C)C)cc1 | 99 | -3 | -1 | 1 | -5 | -1 | -1.2 | 1 | -2.8 | 2
COc1ccccc1N1CCN(c2ncnc3sc(C)c(-c4ccccc4)c23)CC1 | 103 | -4 | -3 | 4 | x | 0 | -2.5 | 5 | -0.1 | -2
CCOc1ccccc1NC(=O)COC(=O)/C=C/c1cccs1 | 117 | 0 | 2 | -6 | x | -16 | 0.4 | 18 | 4.8 | -8
COCCN(C(=O)c1cc2c(s1)CCC2)c1c(N)n(CC(C)C)c(=O)[nH]c1=O | 98 | 0 | -3 | -2 | 1 | 0 | -0.1 | -1 | 0.9 | -5
Cc1cc(C)nc(SCc2cc(=O)c(OC(=O)c3ccc(Cl)c([N+](=O)[O-])c3)co2)n1 | 103 | 1 | -1 | -2 | 2 | -5 | -0.8 | 14 | 0.6 | 0
S=c1nc(-c2ccc(Br)cc2)[nH]c2ccccc12 | 92 | -3 | 2 | 1 | x | 0 | -2.4 | 1 | -0.1 | -1
O=c1c(CN2CCN(Cc3ccccc3F)C(CCO)C2)coc2ccccc12 (stereo not given) | 95 | -2 | -6 | 0 | 12 | -6 | -0.8 | 1 | 3.0 | -2

Quoted at random: three records from the list, in no set order.
SMILES | Pemphigus Ab inh | CAL PDZ FP-1 | Keap1 Nrf2 FP | V-ATPase pHluor | NSD2 inh | DAGLB inh | CAL PDZ FP-2 | Arr AP2 block | LANA DNA inh | Cardiac RTF inh
COc1ccccc1NC(=O)CCC(=O)N(Cc1ccc(OC)c(OC)c1)c1nccs1 | 97 | -7 | -1 | -2 | 0 | 0 | 0.4 | 7 | -1.2 | 5
S=c1nc(-c2ccc(Br)cc2)[nH]c2ccccc12 | 92 | -3 | 2 | 1 | x | 0 | -2.4 | 1 | -0.1 | -1
CCOc1ccccc1NC(=O)COC(=O)/C=C/c1cccs1 | 117 | 0 | 2 | -6 | x | -16 | 0.4 | 18 | 4.8 | -8

Following part.
SMILES | Pemphigus Ab inh | CAL PDZ FP-1 | Keap1 Nrf2 FP | V-ATPase pHluor | NSD2 inh | DAGLB inh | CAL PDZ FP-2 | Arr AP2 block | LANA DNA inh | Cardiac RTF inh
O=C1c2ccccc2[C@@H]2C[C@H]3O[C@H]3CCN12 | 99 | -3 | 3 | 5 | x | -1 | -0.3 | 23 | 2.0 | 1
C/C(CCc1oc2c(Br)cc(Br)cc2c1-c1ccc(C)o1)=N\O | 84 | -4 | -8 | -1 | 0 | 13 | 3.3 | -4 | 0.4 | -5
CC(C)CNC(=O)/C=C/C=C/CCCC/C=C/c1ccc2c(c1)OCO2 | 102 | 0 | 4 | -2 | x | -5 | -0.5 | 0 | 1.6 | -7
CN1C[C@@H]2[C@@H]3C(=O)N(Cc4ccccc4)C(=O)[C@@H]3[C@](Cc3ccccc3)(C1=O)N2C(=O)c1ccccc1 | 103 | 0 | -5 | -4 | x | -2 | -0.7 | 3 | 2.0 | -1
COC(=O)/C(NC(C)=O)=C(\C)c1ccc(Cl)cc1 | 99 | 1 | 4 | -2 | 1 | 2 | -0.4 | 26 | 0.7 | 0
CC(C)c1ccc(N)c(S(=O)(=O)O)c1 | 93 | -1 | -8 | -1 | -3 | 1 | -1.2 | -4 | 4.7 | -14
O=C(COc1cc2oc(=O)c3c(c2cc1Cl)CCC3)N1C[C@H]2C[C@@H](C1)c1cccc(=O)n1C2 | 101 | -5 | -3 | 3 | x | 3 | -0.5 | 0 | 0.8 | -1
COc1ccc(NC(=O)c2c[nH]c(=O)n(-c3ccc(C)c(C)c3)c2=O)cc1OC | 103 | x | -4 | 6 | x | 2 | -1.0 | -8 | -0.5 | -7
O=C(Nc1ccc(F)cc1)c1ccc(S(=O)(=O)NCC2CCCO2)cc1 (stereo not given) | 103 | -4 | 0 | -2 | x | 0 | -0.8 | 4 | -0.2 | -1
COc1cccc(CC2(CO)CCCN(S(=O)(=O)N(C)C)C2)c1 (stereo not given) | 99 | -2 | -4 | -2 | -4 | 0 | -2.4 | -5 | 1.1 | -4
Cc1cc(Cl)ccc1NC(=S)Nc1ccccn1 | 102 | -6 | -3 | 3 | -1 | 2 | 0.4 | 11 | -1.4 | 3
CN(CC(=O)Nc1ccc(N2CCOCC2)cc1)C(=O)CCNC(=O)c1ccccc1Cl | 93 | x | -1 | -2 | 1 | 3 | -0.7 | 4 | -0.7 | -2
COc1cc(CC(=O)O)ccc1OCc1ccccc1 | x | -4 | 3 | -4 | 0 | -10 | -0.2 | 8 | -1.1 | -10
CCOC(=O)C1CCN(C(=O)CN2C(=O)c3ccccc3S2(=O)=O)CC1 | 98 | x | -4 | 1 | -1 | -1 | 0.2 | 4 | 0.7 | -3
CCN1CCN(C(=O)C2CC(=O)N(c3ccc(Cl)cc3)C2)CC1 (stereo not given) | 112 | 2 | -2 | 1 | 1 | -2 | -2.1 | -8 | -0.5 | 1
Cc1[nH]c2ccccc2c1C(=O)NS(=O)(=O)Nc1ccccc1 | 103 | 9 | 0 | -1 | 3 | 1 | -0.5 | -2 | 0.1 | 4
Cc1ccc(S(=O)(=O)N(C)C(=O)NC(=O)NS(=O)(=O)c2ccccc2)cc1 | 87 | -2 | -2 | 3 | -3 | -3 | -1.7 | 15 | 0.7 | 1
CCOc1ccc2nc(COC(=O)c3cccs3)c(C(C)=O)[n+]([O-])c2c1 | x | -8 | -1 | -4 | 1 | -3 | -1.0 | 37 | -1.6 | 3
Cc1ccc(C)c(NC(=O)CN(C)C(=O)C2CCCC2)c1 | 106 | -1 | -8 | 2 | -1 | -4 | -1.6 | -4 | 2.6 | -16
COc1ccccc1-n1nnnc1SCC(=O)N(CC(C)C)C1CCS(=O)(=O)C1 (stereo not given) | 108 | 1 | -4 | 4 | x | -3 | -2.1 | -2 | -0.7 | -1
COc1ccc(NC(=O)/C=C/c2cccc(C(F)(F)F)c2)cn1 | 115 | -2 | 0 | 9 | -5 | -5 | -2.9 | 6 | 1.1 | 7

Screens: PubChem, several laboratories
